# GAA850 FXN act = FXN promoter activators, primary screen, cell-based, luciferase luminescence, HEK293 lucGAA850; AID 540364, 2011; HEK293 lucGAA850 FXN promoter luciferase reporter, 24 h; percent of 10 µM SAHA response; 360,000 tested, 0.56% active; activation, % at 6 µM;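 active = activation above the average of all compounds screened plus 3 SD, cutoff fixed separately per campaign, cut at about 7.5% in these data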;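 also: 0% = DMSO wells and 100% = 10 µM SAHA wells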
# hcDAF-12 act = H. contortus DAF-12 nuclear receptor activators, primary screen, cell-based, luminescence, HEK293, lit1-tk-luc reporter; HEK293 hcDAF-12 lit1-tk-luc reporter; 0% DMSO, 100% Δ7-dafachronic acid; activation, % at 6.8 µM; 370,000 tested, 1.4% active;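 active = activation above the mean of all tested compounds plus 3 SD, cut at about 5.5% in these data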;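 also: 100% = response to 3 µM Δ7-dafachronic acid high control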
# ssDAF-12 act = S. stercoralis DAF-12 nuclear receptor activators, primary screen, cell-based, luminescence, HEK293, GRIP1 co-expression, lit1-tk-luc; AID 652126, 2013; activation, % at 6.8 µM; HEK293 ssDAF-12/GRIP1 lit1-tk-luc reporter; % of 3 µM dafachronic acid response; 370,000 tested, 1% active;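 active = activation above the mean over all tested compounds plus 3 SD, cut at about 0.9% in these data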;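 also: 0% = DMSO-only wells and 100% = 3 µM delta7-dafachronic acid wells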
# DAX1 inh-1 = DAX1 (NR0B1) inhibitors on StAR promoter, primary screen, cell-based, luminescence, SF-1 (NR5A1), full-length DAX-1 | HEK293T StAR-luciferase reporter, SF-1/DAX-1 repression relief | inhibition, % at 6.8 µM | 370,000 tested, 1.1% active | AID 652010, 2013;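 active = inhibition above the mean over all tested compounds plus 3 SD, cut at about 3.6% in these data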;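 also: 0% = DAX-1 cells with DMSO and 100% = cells lacking DAX-1 with DMSO; higher inhibition means more luminescence from relief of DAX-1 repression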
# hgDAF-12 ag = H. glycines DAF-12 receptor agonists, primary screen, cell-based, luminescence, HEK293, GAL4 fusion, UAS-luciferase; Nuclear hormone receptor DAF-12 (Heterodera glycines), GAL4 fusion; HEK293 GAL4-hgDAF12 UAS-luciferase reporter, agonist luminescence; normalized to butyrate control; activation, % at 6.8 µM; 370,000 tested, 1.8% active; AID 687014, 2013;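 active = activation above a cutoff set at the mean of all screened compounds plus 3 SD, cut at about 10% in these data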;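 also: 0% = DMSO wells and 100% = sodium butyrate wells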
# DAX1 inh-2 = DAX1 (NR0B1) inhibitors, primary screen, cell-based, HEK293, Gal4-DAX1, luciferase luminescence. inhibition, % at 6.75 µM. HEK293 Gal4-DAX1 luciferase reporter. 340,000 tested, 0.99% active. AID 504766, 2011;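 active = inhibition above the mean over all tested compounds plus 3 SD, cut at about 4.2% in these data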;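 also: 0% = DAX1-transfected cells with DMSO and 100% = empty-vector control cells with DMSO; inhibition shows as a rise in luminescence from relieved DAX1 repression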
# Target sequence (P51843 207-470 limits assumed): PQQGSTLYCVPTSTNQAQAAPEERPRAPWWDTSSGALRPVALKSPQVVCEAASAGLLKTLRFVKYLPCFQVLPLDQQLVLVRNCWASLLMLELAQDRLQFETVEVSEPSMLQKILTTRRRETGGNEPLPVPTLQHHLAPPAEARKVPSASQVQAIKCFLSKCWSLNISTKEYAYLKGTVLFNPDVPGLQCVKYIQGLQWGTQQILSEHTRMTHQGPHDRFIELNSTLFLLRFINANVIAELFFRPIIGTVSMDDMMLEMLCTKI
# SMARCA2 act = SMARCA2 (BRM) function activators, primary screen, cell-based, luminescence, high throughput; MG213 cells, MMTV-luciferase reporter, dexamethasone, overnight; activation, % at 9.1 µM; 370,000 tested, 1% active; AID 652017, 2013; in the data active = activation above about 7.8%;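 also: 0% = vehicle wells and 100% = reference activator wells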
# KLK7 zymogen act = proKLK7 zymogen activators, primary screen, biochemical, fluorescence intensity. AID 652039, 2013. 370,000 tested, 0.9% active. Kallikrein-7 (Homo sapiens), P49862. activation, % at 7 µM. purified proKLK7, EDANS-DABCYL substrate fluorescence; 100% is mature enzyme control, 0% vehicle;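 active = activation above the mean of all tested compounds plus 3 SD, computed per campaign excluding outliers beyond control limits, cut at about 13% in these data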
# Target sequence (P49862 whole entry, looked up): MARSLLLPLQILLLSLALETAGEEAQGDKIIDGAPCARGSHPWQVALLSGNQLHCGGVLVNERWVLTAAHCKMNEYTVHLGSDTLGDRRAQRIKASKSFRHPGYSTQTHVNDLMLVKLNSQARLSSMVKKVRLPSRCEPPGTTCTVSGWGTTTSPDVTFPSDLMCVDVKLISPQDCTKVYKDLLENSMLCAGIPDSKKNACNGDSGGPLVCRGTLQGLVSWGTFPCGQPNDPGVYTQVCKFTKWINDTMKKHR
# sPLA2-III inh = human group III sPLA2 inhibitors, primary screen, biochemical, QFRET, BODIPY PC-A2 liposome substrate; inhibition, % at 12.2 µM; 370,000 tested, 0.56% active; QFRET BODIPY PC-A2 liposome hydrolysis, fluorescence;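 active = inhibition above mean plus 3 SD of compounds lying within the high and low control bounds, cut at about 19% in these data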;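 also: 0% = median of test compound wells and 100% = no enzyme DMSO wells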
# Target sequence (Q9NZ20 whole entry, looked up): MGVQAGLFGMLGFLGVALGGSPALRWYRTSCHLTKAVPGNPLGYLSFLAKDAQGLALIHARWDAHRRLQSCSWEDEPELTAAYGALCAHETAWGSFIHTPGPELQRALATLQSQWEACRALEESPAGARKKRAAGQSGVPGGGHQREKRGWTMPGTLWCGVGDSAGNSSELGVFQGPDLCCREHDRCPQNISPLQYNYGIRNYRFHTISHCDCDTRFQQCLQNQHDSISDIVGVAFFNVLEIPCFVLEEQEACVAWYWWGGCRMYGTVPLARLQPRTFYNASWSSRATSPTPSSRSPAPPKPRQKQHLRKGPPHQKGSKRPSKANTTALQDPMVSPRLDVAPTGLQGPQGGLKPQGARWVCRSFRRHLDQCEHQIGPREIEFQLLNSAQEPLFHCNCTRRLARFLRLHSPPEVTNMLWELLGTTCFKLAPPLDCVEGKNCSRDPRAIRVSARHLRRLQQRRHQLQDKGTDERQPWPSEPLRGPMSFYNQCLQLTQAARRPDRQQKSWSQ
# NPR2 activator = human GC-B receptor activators, primary screen, HEK293 GC-B cells, cGMP TR-FRET, EC30 CNP; Atrial natriuretic peptide receptor 2 (Homo sapiens), P20594; 0% at EC30 CNP, 100% saturating CNP; activation, % at 10 µM; 370,000 tested, 0.11% active;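 active = activation at 10 µM reaching about 35% in either raw or pattern-adjusted values, limit read from the data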
# GC-A act = GC-A stimulated cGMP production enhancers – HEK293 GC-A cells, cGMP TR-FRET, EC30 ANP, primary screen; 0% at EC30 ANP, 100% saturating ANP; Atrial natriuretic peptide receptor 1 (Homo sapiens), P16066; activation, % at 10 µM; 370,000 tested, 0.14% active; in the data active = activation above about 40%
# Active calls of the source: *; / = no result given; & = joins results of further samples.
SMILES,GAA850 FXN act,hcDAF-12 act,ssDAF-12 act,DAX1 inh-1,hgDAF-12 ag,DAX1 inh-2,SMARCA2 act,KLK7 zymogen act,sPLA2-III inh,NPR2 activator,GC-A act
O=C(CN(C1CCCCC1)S(=O)(=O)c1ccccc1)NCc1ccco1,1.3,-0.6,-1.3,-0.1,-0.3,0.5,-2.6,-0.2,-4.3,3.5,1.6
O=C(NC1CCCCC1)c1ccc(COCC(F)(F)F)o1,0.5,0.0,-1.0,-0.8,-2.3,0.8,-1.7,0.0,-4.5,-3.3,2.1
Cc1cc(-c2n[nH]c(=S)n2/N=C/C(Br)=C/c2ccccc2)n[nH]1,-0.1,0.3,-1.2,-1.3,-5.8,-1.1,12.8*,0.5,4.5,3.5,5.0
Cc1noc(C)c1-c1nc(CS(=O)(=O)c2ccccc2)no1,0.5,-2.6,-2.1,0.3,0.7,-0.4,2.1,-0.5,-1.2,3.2,0.8
C=C(C)CSc1ncc(-c2cccc(C(F)(F)F)c2)cn1,0.7,-1.8,-1.6,-0.4,-0.1,0.2,1.8,-0.2,0.1,4.5,3.0
O/N=C/CCn1c(=S)sc2ccccc21,4.3,1.1,-1.0,0.6,0.8,0.7,-2.4,0.5,8.0,-1.1,-0.2
O=C(CSc1nnc(-c2ccco2)n1CC1CCCO1)NC1CCCC1 (stereo unspecified),-2.2,-1.8,-1.5,-0.3,2.0,0.7,-1.2,-0.4,3.2,3.9,4.0
CCOc1cc(C(C#N)N2CCOCC2)ccc1OC (stereo unspecified),-1.9,-1.3,-1.4,0.6,-1.4,2.2,-1.5,0.0,5.6,2.1,-0.6
Cc1ccc(NC(=O)Cn2cnc3ccccc32)cc1C,1.0,-1.3,-1.5,-0.5,-1.8,0.2,-2.5,-0.2,-2.6,-2.9,-0.7
Cc1ccc(C)c(NC(=S)N/N=C2\CCc3ccccc32)c1,0.9,3.1,-0.5,-0.4,0.9,1.5,-0.7,-0.3,8.0,-2.2,0.0
Cc1c(N=C2Nc3cccc4cccc2c34)c(=O)n(-c2ccccc2)n1C,1.1&-0.2,0.1&-2.0,-0.6&-0.8,0.1&0.1,-0.8&-1.1,0.0&-0.7,-2.8&-1.5,0.1&2.0,10.3&8.7,-5.6&-6.7,5.3&2.4
Cc1cccc(OCCn2c(-c3ccco3)nc3ccccc32)c1,2.7,0.0,-0.8,-0.1,0.3,0.1,6.1,0.1,-9.9,3.8,16.8
CC(NCC(=O)Nc1ccccc1C(=O)NC1CC1)c1ccc(S(C)(=O)=O)cc1 (stereo unspecified),0.3,-1.4,-1.3,-0.2,-0.4,-0.6,-1.4,-0.1,4.3,-0.1,-3.2
COc1ccc(Cl)cc1NC(=O)NCc1ccco1,-3.3,-0.2,-1.7,-1.2,-2.1,-0.9,0.2,0.4,-4.8,-1.8,-1.9
O=C(CCN1C(=O)c2ccccc2C1=O)NNC(=O)c1ccc(Cl)cc1Cl,3.1,-1.9,-0.7,0.2,-2.3,1.2,-0.8,0.4,8.5,-2.5,0.6
CCCn1c(=O)c2ccccc2n2c(SCC(=O)N3CCc4ccccc4C3)nnc12,-2.9,-0.2,-1.8,-1.1,-3.8,-0.4,3.0,0.2,2.2,-2.4,-1.6
COc1ccc(SCCN2CC[C@@H](C)CCC2=O)cc1,1.6,1.1,-1.1,0.4,0.8,1.6,3.6,-0.2,3.8,6.0,-2.5
Cc1cc(C(=O)N/N=C/c2cn[nH]c2-c2ccccc2)cs1,1.5,-0.1,-0.5,0.0,1.0,-0.1,-2.3,0.2,1.1,0.1,-1.5
c1ccc(-n2cnnc2SCc2cn3ccsc3n2)cc1,1.5,-0.6,-1.2,-0.9,-3.5,-0.7,-1.6,-0.2,2.9,2.6,4.8
COC(=O)C[C@H]1c2cc(C(F)(F)F)ccc2S(=O)(=O)N1c1ccc(N(C)C)cc1,2.8,0.4,-0.6,-0.6,0.0,0.2,-0.8,0.1,2.0,-1.2,-0.5
COc1ccc(NC(=O)Nc2ccc3c(c2)C(=O)N([C@@H](C)CO)C[C@@H](C)[C@@H](CN(C)S(=O)(=O)c2cccs2)O3)cc1,-1.9,-0.7,-1.4,0.6,3.1,-0.1,0.6,0.8,-32.2,-1.6,2.5
CC1=CCC2C(=O)N(c3cccc(C(=O)NC(C)c4ccccc4)c3)C(=O)C2C1 (stereo unspecified),1.3,-1.9,-1.5,0.1,0.0,0.7,0.5,0.1,-5.4,0.0,4.5
COc1ccccc1CNC(=O)C/C(C)=N/NC(=O)Cc1ccc(Cl)cc1,0.6,1.1,-0.6,-0.1,3.4,1.1,-0.4,-0.2,-1.1,5.7,-1.3
COC(=O)N1C[C@H](OC(=O)c2ccc(-c3ccccc3)cc2)[C@H]2C[C@@H]1c1ccccc1O2,/,1.5,-0.8,0.3,1.8,/,-5.4,0.2,10.9,-1.0,0.2
CC(=O)C1=C(C)Nc2ncnn2C1c1ccccc1OCc1ccccc1 (stereo unspecified),-3.1,-0.3,-1.4,0.3,-1.9,0.8,-0.2,-0.2,1.3,-3.5,1.2
Cc1ccc(C)c(N2CC(O)(c3cccs3)[N+]3=C2CCCC3)c1 (stereo unspecified),-0.9,-0.4,-0.3,-0.1,3.4,0.1,-2.4,0.3,-1.5,1.4,2.8
CCOc1ccccc1C=NN=Cc1ccccc1O,3.7,-0.2,1.1*,0.3,-1.1,6.8*,-1.6,0.2,11.1,-5.1,-7.2
COc1ccc(CCC(=O)NC2=NCCS2)cc1OC,-1.9,1.9,-0.8,-1.0,3.3,1.7,-3.1,0.0,-5.1,1.8,-3.9
CCOC(=O)C1=C(O)C(=O)N(Cc2cccnc2)C1c1ccc(C)cc1 (stereo unspecified),3.9,-0.1,-1.3,0.1,-2.7,-0.2,-3.1,0.1,-2.8,-1.5,-0.4
COc1ccc2c(c1)CCCN2C(N)=O,-1.2,0.0,-1.8,0.1,1.0,0.6,-0.3,0.1,-0.8,-2.2,-0.5

# Profiles, looked up by structure:
# `c1ccc(-n2cnnc2SCc2cn3ccsc3n2)cc1` is listed with GAA850 FXN act: 1.5; hcDAF-12 act: -0.6; ssDAF-12 act: -1.2; DAX1 inh-1: -0.9; hgDAF-12 ag: -3.5; DAX1 inh-2: -0.7; SMARCA2 act: -1.6; KLK7 zymogen act: -0.2; sPLA2-III inh: 2.9; NPR2 activator: 2.6; GC-A act: 4.8
# `COC(=O)N1C[C@H](OC(=O)c2ccc(-c3ccccc3)cc2)[C@H]2C[C@@H]1c1ccccc1O2` is listed with GAA850 FXN act: /; hcDAF-12 act: 1.5; ssDAF-12 act: -0.8; DAX1 inh-1: 0.3; hgDAF-12 ag: 1.8; DAX1 inh-2: /; SMARCA2 act: -5.4; KLK7 zymogen act: 0.2; sPLA2-III inh: 10.9; NPR2 activator: -1.0; GC-A act: 0.2

# More records follow.
SMILES,GAA850 FXN act,hcDAF-12 act,ssDAF-12 act,DAX1 inh-1,hgDAF-12 ag,DAX1 inh-2,SMARCA2 act,KLK7 zymogen act,sPLA2-III inh,NPR2 activator,GC-A act
O=C(c1ccc(-n2cccn2)cc1)N1CCc2ccccc2C1,3.9,2.1,-1.5,0.8,2.2,2.9,-1.0,0.1,0.8,3.2,-2.3
Cc1ccc(S(=O)(=O)NC(C)(C)CSc2ccccn2)cc1,0.6,0.2,-0.1,-0.5,-1.4,-0.7,-3.9,-0.2,3.0,-3.3,-5.5
CC(NC(=O)CN(C)CC(=O)Nc1ccc(Cl)c(C(F)(F)F)c1)c1ccccc1 (stereo unspecified),0.7,-1.8,-0.9,-2.9,-1.8,-1.2,-2.9,0.1,-8.6,-8.6,-4.9
CC1CN(S(=O)(=O)c2csc(C(=O)Nc3ccccc3)c2)CC(C)O1 (stereo unspecified),-1.7,-0.6,-1.2,-4.9,-5.3,-0.7,-2.4,-0.3,-8.2,0.4,2.6
COc1ccc(C)cc1NC(=O)CCCN1C(=O)CCC1=O,0.5,-2.2,-1.7,-0.8,1.9,2.0,-1.4,0.1,-2.9,4.5,2.2
Cc1ccn(C(C)CC(=O)Nc2ccc(-c3ccno3)cc2)n1 (stereo unspecified),0.3,0.3,-0.5,-0.1,-1.1,0.1,-3.0,-0.7,3.1,-0.6,2.2
COC(=O)c1c(-c2ccccc2OC)sc2ccccc12,-0.2,-2.2,-0.7,0.3,-0.4,-0.2,-0.8,-0.6,-10.0,-8.1,-3.1
Cc1cc(C)cc(N(C(=O)c2csnn2)C(C(=O)NC(C)(C)C)c2ccncc2)c1 (stereo unspecified),-0.8,-0.1,-1.1,-1.6,-3.2,3.0,-2.8,-0.5,-2.5,-3.3,-7.4
COc1ccc(-c2cc(C(=O)NN=C/C(C)=C/c3ccccc3)[nH]n2)cc1,/,-0.7,-1.6,-2.3,-1.7,/,-5.9,-3.2,-10.0,-8.6,-2.3
COc1ccccc1S(=O)(=O)Cc1ccc(C(=O)NCCN2CCCCCC2)o1,1.9,0.2,-0.6,-1.0,2.0,2.6,-1.0,0.0,-6.7,3.2,0.2
CCCS(=O)(=O)c1ccc(COC(=O)Cc2ccc([N+](=O)[O-])cc2)cc1,-0.9,0.1,-1.1,-0.2,-0.2,1.0,-3.0,0.0,-62.4,3.5,-2.2
O=C(O)c1ccc(/C=N/Nc2nc3ccccc3[nH]2)cc1,-0.3,-0.5,-0.5,0.2,2.2,8.9*,-4.9,-0.5,1.0,-3.3,-8.7
C=CCN(c1ccccc1)S(=O)(=O)c1cccc(C(=O)OCC(=O)NC2CC2)c1,-0.1,-0.4,-1.6,-0.1,0.5,1.6,-2.5,-0.1,-6.8,0.5,-3.0
CCCOc1nc2c(c(=O)n(C)c(=O)n2C)n1Cc1cccc2ccccc12,0.6,-2.7,-1.5,-0.4,-1.0,-0.8,-2.3,0.3,6.0,-7.4,-17.9
CCCc1cc(=O)[nH]c(SCCCCN2C(=O)c3ccccc3C2=O)n1,3.8,-0.7,-0.8,0.3,-3.3,-1.7,-1.7,1.1,-2.1,-6.2,-9.4
CNC(=S)Nc1ccc(N2CCCC2)c(S(=O)(=O)Nc2ccc(OC)cc2)c1,-1.1,-0.8,-1.4,-0.7,1.4,-1.6,-1.6,0.2,14.5,-2.5,-3.8
O=C1CCCN1CCCNS(=O)(=O)c1cccs1,0.4,1.4,-0.4,0.1,1.2,0.4,-1.8,-0.2,3.5,3.5,2.5
COc1cc(OC)c(C2CC(=O)N3CN(C)CSC3=C2C#N)cc1OC (stereo unspecified),0.3,-2.1,-0.9,-0.7,-3.5,0.2,-3.4,0.6,5.8,3.6,3.0
Cc1cc(-c2nc(-c3ccncc3)no2)ccc1[N+](=O)[O-],2.5,0.8,0.9,0.8,5.3,2.1,3.2,0.5,4.9,2.2,1.5

# High-throughput results (PubChem)
